# DRD3 agonist = qHTS of D3 Dopamine Receptor Agonist: qHTS. AID 652048, 2013. max activation, %. D3R DiscoveRx beta-arrestin cells, luminescence, 90 min. 410,000 compounds, 0.58% hits. D(3) dopamine receptor (Homo sapiens), P35462; in the data active = max activation above about 30%; also: 0% is about no effect; mostly tested at two doses, the higher about 12 µM
# Target sequence (P35462 whole entry, looked up): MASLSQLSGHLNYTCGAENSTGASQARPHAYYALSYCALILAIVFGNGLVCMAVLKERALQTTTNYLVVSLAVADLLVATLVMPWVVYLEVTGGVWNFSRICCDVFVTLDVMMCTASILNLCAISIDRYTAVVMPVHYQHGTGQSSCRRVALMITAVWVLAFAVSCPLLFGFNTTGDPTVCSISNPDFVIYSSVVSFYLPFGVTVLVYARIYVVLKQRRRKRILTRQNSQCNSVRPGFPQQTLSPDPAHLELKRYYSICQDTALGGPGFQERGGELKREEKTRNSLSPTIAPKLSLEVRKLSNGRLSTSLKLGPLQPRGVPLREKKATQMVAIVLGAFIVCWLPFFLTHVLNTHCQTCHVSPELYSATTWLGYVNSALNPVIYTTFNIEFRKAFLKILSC
#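 Agonist mode: compounds and dopamine controls were applied to plated cells for 90 min at 37 degrees C after an overnight attachment at 1500 cells/well. Luminescent read-out followed 30 - 60 minutes at room temperature with DiscoveRx detection reagent.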
# CCT chaperon mod = High-Throughput Screening for Modulators of Cytosolic Chaperonin Activity; purified chaperonin ATPase assay, HTRF ADP detection, 30 min; activity change, % (test concentration not listed), hits read low; 360,000 compounds, 0.3% hits; in the data active = activity change below about -30%; also: % is scaled to controls: 0 for no effect and ±100 for the full control effect
#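 Nucleotide hydrolysis assay: TRiC at 20–40 nM final (set by batch activity) with 10 uM ATP, 30 min at 37 °C, in presence of 76 uM compound. Detection by competitive ADP HTRF, 30 min ambient.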
# EPAC2 agonist = qHTS for Agonist of cAMP-regulated guanine nucleotide exchange factor 4 (EPAC2): primary screen | Rap guanine nucleotide exchange factor 4 (Homo sapiens), Q8WZA2 | EPAC2 activation, biochemical qHTS; response scale: 100% = 6.5 mM cAMP response | Potency, µM (titrated, usually from 154 µM), inactives show top-dose activation, actives largely listed as activators | 360,000 compounds, 0.079% hits | AID 720711, 2013; also: potency is read from the fitted curve at half-maximal effect; nearly all actives have a fitted effect of over 50% in size
#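 qHTS, titration series. 100 nM EPAC2 / 250 nM Rap1B-BODIPY-GDP / 50 uM GDP; RT; ex 480/em 540 nm, 5-min reads to 30 min. Norm. to 6.5 mM cAMP = activation.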
# Mm-Cpn inhibitor = Inhibitors of TCP-1 ring complex (TRiC) of Methanococcus maripaludis (MmCpn): qHTS. Chaperonin Mm-Cpn (Methanococcus maripaludis). purified Mm-Cpn ATPase, ADP Transcreener TR-FRET. Potency, µM (highest dose often 76.9 µM), without a hit: top-dose activity, negative = inhibition, actives largely listed as inhibitors. 330,000 compounds, 0.031% hits; also: potency is read from the fitted curve at half-maximal effect; % is scaled to controls: 0 for no effect and ±100 for the full control effect; nearly all actives have a fitted effect of over 80% in size
#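 Purified archaeal Mm-CPN (25nM final) preincubated 10 min at 37degC with compound, then 10uM ATP for 30 min at 37degC; ADP measured by HTRF Transcreener TR-FRET; buffer 30 mM TRIS pH 7.4, 100mM KCl, 5mM MgCl2, 1mM DTT.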
# D3 antag = qHTS of D3 Dopamine Receptor Antagonist: qHTS; 360,000 compounds, 2.5% hits; D(3) dopamine receptor (Homo sapiens), P35462; max response, negative = inhibition, %; D3R cells, DiscoveRx beta-arrestin luminescence, antagonist mode; active compounds read low; AID 652054, 2013; in the data active = max response below about -50%; inconclusive = no clear call, values can overlap the other calls; also: % is scaled to controls: 0 for no effect and ±100 for the full control effect; mostly tested at two doses, the higher about 12 µM
#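 Cells expressing the human receptor were seeded at 1500 cells/well, incubated overnight at 37 degrees C in 5% CO2, then exposed to library compounds with dopamine controls for 90 minutes at 37 degrees C before luminescent detection.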
# PTHR1 ag = qHTS for PTHR1 Agonists: Primary Screen; HEK293 GP2 PTHR1 cells, GloSensor cAMP luminescence, 1 h; AID 743266, 2014; Parathyroid hormone/parathyroid hormone-related peptide receptor (Homo sapiens), Q03431; Potency, µM (series often up to 115 µM), for inactives: at the top dose activation, hits mostly activators; 410,000 compounds, 0.075% hits; also: potency is read from the fitted curve at half-maximal effect; nearly all actives have a fitted effect of over 55% in size; some results filed as inactive show a strong effect at the top dose; inactives centre near -15; many of its hits are not listed in these tables
# Target sequence (Q03431 whole entry, looked up): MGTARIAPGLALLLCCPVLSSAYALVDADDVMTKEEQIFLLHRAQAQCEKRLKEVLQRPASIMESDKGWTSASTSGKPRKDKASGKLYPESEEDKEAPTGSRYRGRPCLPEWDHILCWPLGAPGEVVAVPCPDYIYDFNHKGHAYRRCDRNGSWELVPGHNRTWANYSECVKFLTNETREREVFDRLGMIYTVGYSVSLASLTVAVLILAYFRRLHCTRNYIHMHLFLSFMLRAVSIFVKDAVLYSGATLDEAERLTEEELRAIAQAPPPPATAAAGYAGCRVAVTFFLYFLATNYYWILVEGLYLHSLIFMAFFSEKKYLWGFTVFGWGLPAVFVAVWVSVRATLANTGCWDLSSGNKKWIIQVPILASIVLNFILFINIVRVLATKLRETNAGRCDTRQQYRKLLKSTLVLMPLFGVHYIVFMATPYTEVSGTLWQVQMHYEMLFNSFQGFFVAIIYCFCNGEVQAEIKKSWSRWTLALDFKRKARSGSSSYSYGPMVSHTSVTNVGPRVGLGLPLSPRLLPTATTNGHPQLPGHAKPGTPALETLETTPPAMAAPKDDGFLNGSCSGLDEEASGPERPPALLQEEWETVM
#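 HEK-293-derived GP2 cells expressing PTHR1 and a GloSensor cAMP reporter, 3,000/well, plated overnight, given luciferin plus IBMX (each 0.5 mM as added) for 1 h at 37 °C, then compound for 1 h at 37 °C. Luminescence was read after 15 min at room temperature.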
# EPAC2 antagonist = qHTS for Antagonist of cAMP-regulated guanine nucleotide exchange factor 2 (EPAC2): primary screen | AID 720708, 2013 | Rap guanine nucleotide exchange factor 4 (Homo sapiens), Q8WZA2 | EPAC2 GEF exchange of Rap1B-BODIPY-GDP, fluorescence | 360,000 compounds, 0.18% hits | Potency, µM (top dose mostly 114 µM), for the others: at the top dose activity, negative = inhibition, usual class: inhibitors; also: potency is read from the fitted curve at half-maximal effect; % is scaled to controls: 0 for no effect and ±100 for the full control effect; nearly all actives have a fitted effect of over 45% in size; many of its hits are not listed in these tables
# Akt phos inh = HTS Assay for Inhibitors of Akt Phophorylation: Primary Screen; Neuro2A IGF-stimulated pAkt S473 HTRF, 20 min; active compounds read low; activity change, % for hits at 50 µM; 360,000 compounds, 0.32% hits; in the data active = activity change below about -80%; inconclusive = mostly about -51% to -80%; also: % is scaled to controls: 0 for no effect and ±100 for the full control effect
#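 Neuro2A cells in DMEM with 0.5% FBS, overnight at 37 deg C, given compound at single 50 µM final, then IGF (6 nM final) for 20 min at 37 deg C. Lysed; phospho-Akt Ser473 by HTRF after 24 h, 665/615 ratio.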
# * marks the source's active call; other numbers are inactive results; i = inactive; ? = inconclusive; . = not tested or not shown; & = joins results of further samples; [ ] = dose if it differs, or a comment. Unless noted, calls follow the shape of the dose curve; as a rule, active = well fitted curve in the direction sought with a large enough effect; inconclusive = small, poorly fitted or top-dose-only effect, or another doubt; inactive = no such curve, though single readings can be large; an effect the other way counts as inactive or inconclusive. A portion of the library; count on the stated rates, not on these rows.
# Order of results – DRD3 agonist	CCT chaperon mod	EPAC2 agonist	Mm-Cpn inhibitor	D3 antag	PTHR1 ag	EPAC2 antagonist	Akt phos inh
COc1cc(OC)c(OC)cc1CN1CCCC(C(=O)N2CCCC2)C1 (stereo not given)
    11	0.8	1%	-2%	-12	-11%	-8%	i
Cc1cc2oc(=O)cc(CN3CCN(c4ccc(Cl)c(Cl)c4)CC3)c2cc1Cl
    2	1.3	10%	.	2	0%	-19%	i
Cc1occc1-c1nnc(SCC(=O)Nc2nc(C(C)(C)C)cs2)o1
    3	1.1	-12%	-1%	8	i	1%	i
CC(C)(C)NC(=O)CN(C(=O)C1(C)CC(=O)N=C2C=CC=CN21)C1CCCC1 (stereo not given)
    5	-3.1	2%	-3%	7	-3%[57.5 µM]	11%	i
Cn1c(=O)[nH]c(=O)c2c1nc(SCC(=O)O)n2Cc1ccccc1
    -2	1.8	-2%	0%	-10	-20%	22%	i
Cc1ccc(-n2c(SCC(=O)OC(C)C)nnc2-c2ccccn2)cc1
    0	-3.2	1%	-8%	-23	-10%[57.5 µM]	-3%	i
CCN(CC(=O)NCc1cccs1)C(=O)c1ccc(C)o1
    -8	-3.8	7%	2%	9	-6%	15%	i
CCCc1cc(=O)n2nc(N3CCC(C(=O)N4CCN(c5ccc(OC)cc5)CC4)CC3)sc2n1
    4	-3.4	10%	0%	9	-89%	-1%	.
CC(C)(C)c1ccc(OC(=O)N2CCOCC2)cc1
    1	-1.7	10%	4%	-19	i	-4%	i
CNS(=O)(=O)c1cccc(C(=O)OCC(=O)NCCCc2ccccc2)c1
    -1	-10.0	8%	1%	-8	i	4%	i
CCc1ccccc1NC(=O)CCN1C(=O)C2C3CCC(C3)C2C1=O (stereo not given)
    1	1.5	11%	-1%	-7	i	3%	i
O=C(NCCCN1CCOCC1)C(c1ccccc1)c1ccccc1
    3	-2.3	7%	-5%	20	i	-2%	i
COc1ccccc1NC(=O)CC(=O)c1cccc([N+](=O)[O-])c1
    4	0.3	7%	0%	-8	-24%	-4%	i
CCCCC(=O)Nc1ccc2c(c1)C(=O)NC2=O
    -4	-2.8	12%	-2%	0	24%	0%	i
CN(C(=O)c1ccccc1C(=O)OCC(=O)Nc1ccc(OC(F)F)cc1)c1ccccc1
    -4	1.5	-2%	1%	27	-74%[inhibitor]	-11%	i
Cc1cccc(NC2SC(=O)NC2=O)c1 (stereo not given)
    1	-1.3	0%	-1%	-12	i	3%	i
COc1ccc(NC(=O)CSc2nc3ccccc3c(=O)[nH]2)cc1S(N)(=O)=O
    -3	-0.5	13%	-4%	-13	-3%	4%	i
CSCCC(N=C1NS(=O)(=O)c2ccccc21)C(=O)NCCc1ccccc1 (stereo not given)
    -9	0.4	3%	0%	?	-17%	-3%	i
CCCCN(C(=O)c1c(-c2ccccc2)noc1C)c1c(N)n(CCC)c(=O)[nH]c1=O
    11	-1.2	4%	2%	1	-15%	3%	i
Cc1ccc(C2=NS(=O)(=O)N(C)C(C(=O)Nc3cc(C)n(CC(=O)N4CCC(C)CC4)n3)=C2)cc1
    3	0.6	-6%	0%	0	-31%[inhibitor]	-9%	i
C=CCN(C(=O)CNC(=O)c1ccco1)C(C(=O)NC1CCCCC1)c1ccccc1F (stereo not given)
    -7	-1.0	-4%	0%	0	i	16%	i
Cc1onc(-c2ccccc2)c1C(=O)NCCN1CCOCC1
    -5	-0.9	-8%	.	-15	-11%[57.5 µM]	1%	i
COc1ccc(CCNC(=O)CSc2c[nH]c3ccccc23)cc1OC
    2	-0.8	7%	1%	16	-15%	-4%	i
CCN1CCCC1CN(Cc1cc2ccc(C)c(C)c2[nH]c1=O)C(=O)Nc1ccccc1OC (stereo not given)
    -4	-0.4	-6%	-2%	-27	i	1%	i
CCCCN(C)CCN1C(=O)C2C(C(=O)Nc3ccc(C)cc3)C3C=CC2(O3)C1C(=O)NC1CCCCC1 (stereo not given)
    1	2.5	7%	-1%	-5	-16%	-6%	i
Cc1nn(C(CC(=O)O)C(=O)O)c(C)c1Br (stereo not given)
    42*	3.1	-4%	0%	-22	i	2%	i
Cc1nn(C(=O)N2CCOCC2)c(C)c1CN1C(=O)c2ccccc2C1=O
    -6	-1.7	-8%	.	5	i	7%	i
CC(C)N(C)C1CCN(C(=O)Nc2ccc(Cl)c(Cl)c2)CC1
    -15	0.0	8%	0%	-6	-8%	18%	i
COc1cc(/C=C/C(=O)OCC(=O)Nc2cccc(F)c2)ccc1O
    1	2.0	1%	-4%	12	-12%	-12%	i
COc1cc(/C=N/n2cnnc2)ccc1OCc1ccccc1
    4	-0.1	8%	-4%	15	i	4%	i
COC(=O)c1cccc(-n2c(C)cc(/C=C3\SC(=O)NC3=O)c2C)c1
    5	-0.6	3%	.	-10	-28%	-2%	i
CCOC(=O)c1nn(-c2ccc(Cl)cc2)c2nnc(Cc3ccccc3)c(=O)n12
    3	2.0	-5%	0%	6	i	0%	i
COc1cccc(NC(=O)CN(C)CC(=O)NCC(=O)Nc2ccc(F)cc2)c1
    1	-2.6	-1%	-5%	-5	i	4%	i
CCCCn1c(=O)[nH]c(=O)c2c1nc(COc1ccc(C#N)cc1)n2CCC
    -4	-21	-1%	-1%	11	i	1%[57.1 µM]	i
CNc1ccc(Br)cc(C(=O)/C=C/c2cc(OC)ccc2OC)c1=O
    -7	-0.1	9%	-2%	0	-77%[inhibitor][57.5 µM]	5%[57.1 µM]	i
Cc1ccc(C)c(NC(=O)CN2C(=O)C3CC=CCC3C2=O)c1 (stereo not given)
    -4	-0.9	0%	.	-21	0%	13%	i
CCOC(=O)C1=C(COC(=O)c2ccc3ccccc3c2O)NC(=O)NC1C (stereo not given)
    -4	1.6	0%	-1%	-1	i	-23%	i
O=C(O)Cc1sc(-c2cccnc2)nc1-c1ccc(Br)cc1
    8	1.5	2%	-13%	-9	-21%	0%	i
CSC(=NCc1ccc(F)cc1)NS(=O)(=O)c1cccs1
    -5	-1.8	-1%	0%	-6	-16%	-1%	i
CCNC(=S)NNC(=O)c1cc(-c2ccccc2C)nc2ccccc12
    -12	-1.0	7%	-3%	-7	-2%[57.5 µM]	-2%	.
Cc1ccc(-c2nnc(N3CCCCC3)c3ccccc23)cc1S(=O)(=O)NCC1CCCO1 (stereo not given)
    -2	-3.4	13%	-3%	13	-32%[inhibitor][57.5 µM]	-4%	?
COc1ccc(CCNC(=O)C(C)OC(=O)c2cccs2)cc1OC (stereo not given)
    3	1.8	1%	0%	-1	-1%	11%	i
CCOC(=O)C1=CCN(S(=O)(=O)c2ccc(C)cc2)C1c1ccc(Cl)c(Cl)c1 (stereo not given)
    -8	1.7	8%	.	0	-19%	-8%	i
Cc1cccc(NC(=O)CN2C(=O)N/C(=C\c3ccc(-c4cccc(C(=O)O)c4)o3)C2=O)c1
    5	0.2	-1%	0%	-2	-8%	-2%	i
CCOc1ccc(NC(=O)CSc2nccn2Cc2ccco2)cc1
    1&-18	-2.5	-5%	-1%	15	i	2%	i
CCc1ccc(N2C(=O)CN(Cc3sccc3C)C2=S)cc1
    -1	0.7	5%	1%	8	-26%	-15%	i
Cc1ccc(NC(=O)/C=C/c2ccc([N+](=O)[O-])s2)cc1
    -4	-1.2	19%	1%	0	-6%	1%	i
Cc1ccc(NC(=O)COc2coc(CN3CCN(c4ccccc4)CC3)cc2=O)cc1
    7	0.7	-6%	-1%	22	-37%[inhibitor]	2%	i
Cc1cc(C(=O)N2CCC(C(F)(F)F)n3nccc32)on1 (stereo not given)
    5	1.5	-6%	0%	?	?	0%	i
O=C(NC1CCCCC1)C(=S)NCCc1ccccc1
    -2	2.4	-1%	0%	32	-10%	9%	i

# More structures.
# Order of results – DRD3 agonist	CCT chaperon mod	EPAC2 agonist	Mm-Cpn inhibitor	D3 antag	PTHR1 ag	EPAC2 antagonist	Akt phos inh
O=C(N/N=C/C(Br)=C/c1ccccc1)c1cccnc1
    0	-2.9	2%	-1%	-18	-16%	-3%	i
Oc1ccc2ccccc2c1/C=C/c1ccc2c(Br)cc(Br)c(O)c2n1
    -17	-5.3	9%	.	-104*	-9%	2%	i
C[C@@H]1CN([C@@H](C)CO)C(=O)CCCn2nncc2CO[C@H]1CN(C)Cc1ccc2c(c1)OCCO2
    -4	1.3	8%	.	-24	-22%	6%	i
O=C(COC(=O)c1cccs1)Nc1ccccc1[N+](=O)[O-]
    -2	-1.2	8%	2%	-1	-25%	-6%	i
O=C(CCC(=O)OCC(=O)c1ccc(Cl)cc1)NC1CCCCC1
    0	0.8	7%	-13%	18	i	-5%[57.1 µM]	i
COC(=O)[C@@]1(Sc2ccc(C)cc2)CC(=O)N(c2ccc(Cl)cc2)[C@@H]1c1ccccc1
    5	1.3	6%	.	67	-53%[inhibitor]	-20%	i
COc1cccc(OC)c1C(=O)NC(=S)N1CCN(c2ccc(C(F)(F)F)cc2[N+](=O)[O-])CC1
    -6	2.9	11%	0%	2	-11%[57.5 µM]	7%	i
Cc1cc(OC(=O)c2cc(Br)ccc2Cl)c([N+](=O)[O-])c(=O)[nH]1
    0	-1.7	-2%	-6%	0	-8%	12%	i
CC(C)c1ccc(NC(=O)Nc2cc3sccc3n2C)cc1
    2	-0.6	-14%	-1%	-30	-36%[inhibitor]	-14%	i
FC(F)(F)c1ccc(-n2ccnc2)nc1
    -4	-0.3	8%	1%	-5	i	-5%	i
CC(=O)Nc1ccc(/C(C)=N/NC(=O)c2ccc(F)cc2)cc1
    -6	-0.3	5%	2%	-5	-40%[inhibitor]	-1%	i

# Source: PubChem
